A549 tox – kills or reduces viability of A549 cells in Nrf2 counter-screen; A549 ARE-Fluc cells, CellTiter-Fluor viability, 18-24 h; Potency, µM (top dose mostly 46 µM), inactives show at the top dose activity change, negative = cytotoxicity, hits mostly inhibitors; 390,000 tested, 0.16% active; AID 504648; also: potency is read from the fitted curve at half-maximal effect; % is scaled to controls: 0 for no effect and ±100 for the full control effect
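Cytotoxicity counterscreen: CellTiter-Fluor fluorescence was measured in A549 ARE_Fluc cells after 18-24 h of compound exposure in a concentration series. The subsequent BugLite luminescent read reports ARE-luciferase activity.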
Nrf2 ARE act – activates Nrf2 signaling. AREc32 ARE-luciferase reporter (MCF7-derived line), luminescence, 24 h. AID 624171. 410,000 tested, 0.31% active. Potency, µM (doses to about 46.1 µM), inactives show at the top dose activation, actives largely listed as activators; also: potency is read from the fitted curve at half-maximal effect; % of control where 0% means no effect; nearly all actives have a fitted effect of over 65% in size
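ARE-driven firefly luciferase activity in AREc32 cells measured after a 24 hr compound exposure at 37 deg C, using Steady-Glo reagent and a 30 min room-temperature hold.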
HepG2 tox – counter-screen for TGF-b inhibitors: cytotoxicity in HepG2 cells; Potency, µM (highest dose often 46.1 µM), without a hit: top-dose activity change, negative = cytotoxicity, most hits filed as cytotoxic; 410,000 tested, 0.76% active; AID 588856; HepG2 CAGA-GFP viability, ATP luminescence, 18 h; also: potency is read from the fitted curve at half-maximal effect; some results filed as inactive show a strong effect at the top dose
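HepG2 CAGA-GFP cells (1000/well, DMEM with 1% FBS) received compound, then TGF-beta at 500 pg/mL final, and were incubated 18 hours at 37 degrees C. Viability was read by CellTiter-Glo luminescence. Media-only wells were set as complete cell-killing and DMSO as no toxicity.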
Mm-Cpn inhibitor – blocks the Methanococcus maripaludis chaperonin Mm-Cpn; 330,000 tested, 0.031% active; AID 504842; purified Mm-Cpn ATPase, ADP Transcreener TR-FRET; Potency, µM (highest dose often 76.9 µM), inactives show at the highest dose activity, negative = inhibition, hits mostly inhibitors; also: potency is read from the fitted curve at half-maximal effect; % is scaled to controls: 0 for no effect and ±100 for the full control effect; nearly all actives have a fitted effect of over 80% in size
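TR-FRET (320 nm excitation; 590 and 665 nm emission) reports ADP made from 10 uM ATP by 25 nM enzyme; compounds were preincubated 10 min, reaction run 30 min, both at 37°C.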
Nrf2 block – inhibitors of Nrf2 signaling; A549 ARE-Fluc reporter, luciferase luminescence, 18-24 h; Potency, µM (doses to about 46 µM), without a hit: top-dose activity change, negative = inhibition, hits mostly inhibitors; 360,000 tested, 2.1% active; also: potency is read from the fitted curve at half-maximal effect; % is scaled to controls: 0 for no effect and ±100 for the full control effect; nearly all actives have a fitted effect of over 60% in size
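In this cell-based qHTS, ARE-driven firefly luciferase in A549 cells reports Nrf2 activity; the luminescent signal after BugLite lysis is the measured value, with a prior CellTiter-Fluor read for cell health.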
pAkt inh – inhibitors of Akt phosphorylation. Neuro2A IGF-stimulated pAkt S473 HTRF, 20 min; hits give low values. activity change, % for hits at 50 µM. 360,000 tested, 0.32% active; in the data active = activity change below about -80%; inconclusive = mostly about -51% to -80%; also: % is scaled to controls: 0 for no effect and ±100 for the full control effect
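Neuro2A cells (4,500/well, DMEM with 0.5% FBS) were treated with compound at a single 50 µM final concentration, stimulated with 6 nM IGF for 20 min at 37 °C, and lysed. Phospho-Akt Ser473 was read by HTRF as 665/615 ratio ×10^4.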
TGFb SMAD3 inh – blocks TGF-b signaling. HepG2 CAGA-GFP TGF-b/SMAD3 reporter, GFP fluorescence, 18 h; TGF-beta stimulated, 500 pg/mL final. Potency, µM (series often up to 46.1 µM), inactives show top-dose activity, negative = inhibition, usual class: inhibitors. 410,000 tested, 1.2% active. AID 588855; also: potency is read from the fitted curve at half-maximal effect; % is scaled to controls: 0 for no effect and ±100 for the full control effect; nearly all actives have a fitted effect of over 65% in size
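Read-out: total well GFP (ex488/em500-530) summed from mean per-cell fluorescence. Cells: HEPG2 CAGA-GFP, 1% FBS DMEM, 18 h at 37 degrees C with 500 pg/mL final TGF-beta. Unstimulated wells served as the full-inhibition control; stimulated DMSO wells = 0%.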
CCT chaperon mod – changes cytosolic chaperonin activity. purified chaperonin ATPase assay, HTRF ADP detection, 30 min. activity change, % (no concentration beside the values), hits read low. 360,000 tested, 0.3% active. AID 651819; in the data active = activity change below about -30%; also: % is scaled to controls: 0 for no effect and ±100 for the full control effect
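Enzyme 40 or 20 nM (batch-dependent) in Tris pH 7.4/KCl/MgCl2/DTT; cpd 76 uM single point; ATP 10 uM; 30 min 37 °C; Transcreener ADP HTRF detection, 30 min RT; ratio 665/615.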
Abeta rescue – compounds reversing amyloid beta toxicity in yeast; yeast expressing A-beta42, growth rescue, OD600, 48 h; response scale: 0% DMSO, 100% iron-clioquinol control; Potency, µM (doses to about 46.1 µM), without a hit: top-dose growth rescue, hits mostly activators; 410,000 tested, 0.063% active; also: potency is read from the fitted curve at half-maximal effect; nearly all actives have a fitted effect of over 55% in size
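Yeast growth medium received pinned compounds, then yeast cells expressing toxic A-beta were added; plates incubated at 30 C for 48 hr. Growth read as absorbance at 600 nm, normalized to DMSO and equimolar FeCl3 plus clioquinol controls.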
* marks the source's active call; other numbers are inactive results; i = inactive; u = inconclusive; x = no result given; [ ] = another dose, or the depositor's remark. Unless noted, calls follow the shape of the dose curve; as a rule, active = well fitted curve in the direction sought with a large enough effect; inconclusive = small, poorly fitted or top-dose-only effect, or another doubt; inactive = no such curve, though single readings can be large; an effect the other way counts as inactive or inconclusive. No enrichment for hits; about 4.3% have a hit in one of these screens.

1) Cc1cc(NC(=O)CSc2nc(=O)n3cc(Cl)ccc3n2)no1
2) CCOC(=O)c1sc2nc(CN3CCCCC3)nc(Cl)c2c1C
3) CCn1nnc(-c2ccc(N)cc2)n1
4) Cc1ccc(C(=O)c2ccccc2C(=O)OCC(=O)Nc2cccc([N+](=O)[O-])c2)cc1
5) CC(=O)Nc1cccc(-c2ccnc3c2CC(C(=O)Nc2ccccc2)O3)c1 (stereo not given)
6) Cc1ccc(S(=O)(=O)Nc2ccc3nc(-c4cccn4C)[nH]c3c2)cc1
7) COc1ccccc1CN1CC(C(=O)NCCCCc2ccccn2)CCC1=O (stereo not given)
8) O=C(N/C(=C\c1ccco1)C(=O)N1CCCC(CO)C1)c1ccccc1 (stereo not given)
Assay by compound	1	2	3	4	5	6	7	8
A549 tox	-1%	3%	1%	-14%	x	-18%	x	-7%
Nrf2 ARE act	-0.3%	-0.4%	-0.2%	u	0.4%	4.4%	-0.4%	0.4%
HepG2 tox	3%	-1%	2%	13%	-20%	-32%	-3%	7%
Mm-Cpn inhibitor	-15%	-3%	0%	1%	x	-18%	x	-1%
Nrf2 block	-6%	-9%	u	-10%	x	u	x	3%
pAkt inh	i	i	i	i	i	i	i	i
TGFb SMAD3 inh	u	-1%	-1%	u	2%	u	1%	14%
CCT chaperon mod	0.1	-1.9	2.7	1.8	-0.6	2.2	2.8	1.3
Abeta rescue	0%	-25%	2%	-6%	-10%	-2%	-3%	-18%

9) NC(=O)c1ccc(NC(=O)COC(=O)C2COc3ccccc3O2)cc1 (stereo not given)
10) C=CCNC(=S)N/N=C(\C)c1ccccn1
11) CCOC(=O)c1cn(-c2ccc(F)c(F)c2F)c2c(F)c(F)c(F)cc2c1=O
12) Cc1noc(NS(=O)(=O)c2ccc(NC(=O)COc3ccc(C#N)cc3)cc2)c1C
13) Cc1ccc(C(=O)Nc2nnc(SCc3cc(=O)n4ccc(C)cc4n3)s2)cc1
14) O=C(COC(=O)c1cccc(NS(=O)(=O)c2ccc(F)c(F)c2)c1)NC(=O)NC1CCCC1
15) COc1ccc(S(=O)(=O)N2CCCCCC2)cc1C(=O)OC(C)C(N)=O (stereo not given)
16) CC(C)CC(COCc1ccc(F)cc1)N1CCN(C(=O)c2cccc(C(F)(F)F)c2)CCC1=O (stereo not given)
Assay by compound	9	10	11	12	13	14	15	16
A549 tox	-2%	u	9%	-12%	3%	-2%	4%	u
Nrf2 ARE act	0.4%	u	2.3%	-0.6%	-0.1%	2.3%	0.1%	0.6%
HepG2 tox	-17%	-26%	10%	0%	4%	-2%	3%	-3%
Mm-Cpn inhibitor	2%	2%	2%	0%	x	0%	0%	-2%
Nrf2 block	-17%	0.58µM*	3%	-10%	x	-21%	-11%	0%
pAkt inh	i	i	i	i	x	i	i	i
TGFb SMAD3 inh	9%	2.8µM*	-7%	-19%	-11%	-20%	1%	-25%
CCT chaperon mod	1.9	1.4	4.2	2.2	x	0.5	-1.9	-1.2
Abeta rescue	-1%	-87%[inhibitor]	-6%	7%	-13%	5%	6%	-20%

17) C=CCNc1nc(-c2ccc(OC)cc2OC)cs1
18) CC1C/C(=N/NC(=O)c2ccc(CSc3nc4ccccc4[nH]3)cc2)CC(C)(C)C1 (stereo not given)
19) COc1cc(C2NC(=O)N(C)C3=C2C(=O)N(c2cccc(Cl)c2)C3)ccc1O (stereo not given)
20) CC(C)COc1ccc(Nc2ncnc3ccc(Br)cc23)cc1
21) CC1=C(C(N)=O)C(c2ccc(Br)cc2)n2nc(CCCO)nc2N1 (stereo not given)
22) O=C(Cc1ccc(Br)cc1)Nc1ccc(S(=O)(=O)Nc2ncccn2)cc1
23) Cc1c(N)cccc1Cl
24) Cc1cc(Cl)ccc1NC(=S)NCCc1ccc(S(N)(=O)=O)cc1
Assay by compound	17	18	19	20	21	22	23	24
A549 tox	-7%	0%	-5%	3%	0%	0%	-5%	-4%
Nrf2 ARE act	u	2.9%	0.2%	10%	0.1%	-1.0%	0.3%	2.6%
HepG2 tox	-5%	-1%	-28%	-3%	1%	-41%	-12%	-26%
Mm-Cpn inhibitor	-9%	-5%	x	x	-6%	-2%	x	x
Nrf2 block	u	-21%	10%	6%	1%	-23%	0%	-29%
pAkt inh	i	i	x	x	i	i	i	i
TGFb SMAD3 inh	-2%	0%	3%	7%	2%	0%	0%	-2%
CCT chaperon mod	0.2	-2.5	x	x	-2.8	-0.8	-2.5	-0.8
Abeta rescue	7%	12%	-9%	-14%	-8%	6%	-1%	9%

25) COc1ccc(CCNC(=O)Cn2c(=O)oc3cc(Cl)ccc32)cc1OC
26) CC1CCCN(CC(=O)Nc2cc(S(=O)(=O)N3CCOCC3)ccc2N2CCCC2)C1 (stereo not given)
27) Cc1cc(C)c2c(n1)sc1c(=O)[nH]c(SCc3ccccc3)nc12
28) O=S1(=O)C=C(SCCN2CCCC2)c2ccccc21
29) CCCN1CCN(CCCNC(=O)C2CCN(c3nnc(-n4cccc4)s3)CC2)CC1
30) COc1ccc(CC(C(=O)Nc2cc(C)ccc2C)/C(N)=N/O)cc1 (stereo not given)
31) CCc1nc2sc(C)c(C)c2c(=O)n1CCO
32) Cc1ccc(-c2nc(CN(CC3CCC3)CC3CCCO3)c(C)o2)s1 (stereo not given)
Assay by compound	25	26	27	28	29	30	31	32
A549 tox	-2%	-18%	-5%	-3%	-5%	x	-1%	-3%
Nrf2 ARE act	0.1%	-1.6%	0.2%	10%	-0.2%	2.7%	-0.6%	-0.8%
HepG2 tox	4%	11%	1%	-21%	-31%	-11%	-8%	-29%
Mm-Cpn inhibitor	0%	-1%	-7%	0%	2%	1%	2%	1%
Nrf2 block	-2%	-18%	2%	-6%	0%	-4%	6%	-10%
pAkt inh	i	i	i	i	i	i	i	i
TGFb SMAD3 inh	-1%	8%	-1%	-17%	-6%	-15%	-19%	u
CCT chaperon mod	2.8	-1.5	1.0	-0.4	-3.4	-2.6	15	-3.4
Abeta rescue	4%	-4%	8%	6%	6%	-5%	23%	-17%

The final two records of the part above lead into the next:
31) CCc1nc2sc(C)c(C)c2c(=O)n1CCO
32) Cc1ccc(-c2nc(CN(CC3CCC3)CC3CCCO3)c(C)o2)s1 (stereo not given)
33) CCN(CC)S(=O)(=O)c1cc(C(=O)OCC(=O)NC2CCCc3ccccc32)ccc1C (stereo not given)
34) COc1cccc(NC(=O)Nc2ccc3snnc3c2)c1
35) COc1cccc(NC(=O)CNC(=O)N2CC(=O)Nc3ccccc32)c1
36) O=[N+]([O-])c1ccc(N2CCCC2)cc1NC1CC1
37) CSc1nnc(Cc2sc(-c3ccccc3)nc2-c2ccccc2)o1
38) Cn1c(Oc2ccccc2NCc2cc(Br)ccc2O)cc(=O)n(C)c1=O
39) COc1ccc(Br)cc1CNC(=O)CCCn1c(=O)c2cccn2c2ccccc21
40) Cc1cc(C)nc(NS(=O)(=O)c2ccc(NC(=O)CCC(=O)O)cc2)n1
Assay by compound	31	32	33	34	35	36	37	38	39	40
A549 tox	-1%	-3%	6%	5%	4%	-10%	4%	9%	-1%	5%
Nrf2 ARE act	-0.6%	-0.8%	0.3%	-0.3%	3.6%	-0.1%	5.0%	2.9%	5.5%	-1.0%
HepG2 tox	-8%	-29%	6%	-41%	4%	-18%	13%	-42%	-19%	10%
Mm-Cpn inhibitor	2%	1%	-1%	x	1%	0%	u	0%	x	x
Nrf2 block	6%	-10%	9%	12%	18%	0%	-7%	-13%	u	1%
pAkt inh	i	i	i	x	i	i	i	i	x	i
TGFb SMAD3 inh	-19%	u	5%	u	-5%	u	-9%	u	0%	-1%
CCT chaperon mod	15	-3.4	-0.6	x	1.0	-6.2	-0.1	-3.0	x	0.7
Abeta rescue	23%	-17%	-13%	-9%	-9%	-1%	11%	-9%	0%	-6%

41) CCOC(=O)c1cccc(NC(=O)C2CCN(S(=O)(=O)c3ccc4c(c3)oc(=O)n4C)CC2)c1
42) CCOc1cc(N2CCOCC2)c(OCC)cc1NC(=O)c1ccc(-n2ccnc2)c([N+](=O)[O-])c1
43) O=C(Nc1cccc2c1CCCC2)c1ccco1
44) COc1cccc(C(c2c(C)[nH]n(-c3ccccc3)c2=O)c2c(C)[nH]n(-c3ccccc3)c2=O)c1O
45) Cc1cc(C)c(S(=O)(=O)N2CCN=C2c2ccccc2)cc1C
46) Cc1ccc(N2C(=O)N(CC(=O)N3c4ccccc4CC3C)C(=O)C2C)cc1 (stereo not given)
47) Cc1n[nH]c(C)c1S(=O)(=O)N(CC(=O)Nc1ccc2c(c1)OCCO2)c1ccc(C(C)C)cc1
Assay by compound	41	42	43	44	45	46	47
A549 tox	-2%	-2%	-6%	-2%	-3%	-7%	-10%
Nrf2 ARE act	5.1%	-0.4%	2.7%	6.0%	-0.6%	-0.1%	0.1%
HepG2 tox	1%	-11%	4%	-4%	-18%	-29%	-28%
Mm-Cpn inhibitor	x	1%	0%	-1%	2%	-1%	-1%
Nrf2 block	-20%	u	9%	3%	1%	5%	-4%
pAkt inh	x	i	i	i	i	i	i
TGFb SMAD3 inh	u	3%	25%	-10%	-4%	11%	u
CCT chaperon mod	x	0.3	-0.4	-1.4	-3.8	-2.0	-2.3
Abeta rescue	-3%	14%	19%	25%	-2%	7%	8%

Individual results from the list:
Result for Cc1ccc(N2C(=O)N(CC(=O)N3c4ccccc4CC3C)C(=O)C2C)cc1 (stereo not given) under CCT chaperon mod: -2.0
Result for O=C(Nc1cccc2c1CCCC2)c1ccco1 under TGFb SMAD3 inh: 25%
Result for CCOc1cc(N2CCOCC2)c(OCC)cc1NC(=O)c1ccc(-n2ccnc2)c([N+](=O)[O-])c1 under HepG2 tox: -11%

Assay outcomes (PubChem BioAssay)
